Screening results (PubChem BioAssay)
RGS4 inh = RGS4 inhibitors, primary screen, cell-based, HEK293 M3R inducible RGS4, calcium flux; Fluo-4 calcium flux; hits give high values; triggered by carbachol at its EC20; 0.45% of 310,000 active; B-score at 10 µM;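 active means B-score, a plate-corrected calcium signal, over three deviations above library mean, with baseline fluorescence within five deviations of library mean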;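 further: RGS4 expression induced by doxycycline in cells with stable M3 receptor; B-score is computed from the integrated fluorescence ratio over baseline after carbachol; higher B-score means a larger calcium signal and so more RGS4 inhibition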
Target sequence (P49798 whole entry, looked up): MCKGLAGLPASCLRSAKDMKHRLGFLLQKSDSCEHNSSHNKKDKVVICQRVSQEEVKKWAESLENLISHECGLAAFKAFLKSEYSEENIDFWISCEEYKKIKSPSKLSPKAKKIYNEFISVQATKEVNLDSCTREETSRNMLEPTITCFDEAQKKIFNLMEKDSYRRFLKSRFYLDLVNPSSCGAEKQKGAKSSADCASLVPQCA
TRPC4 inh = inhibitors of mouse TRPC4 channel, primary screen, Fluo4 calcium, HEK293 TRPC4beta/mu-opioid cells; Short transient receptor potential channel 4 (Mus musculus), Q9QUQ5; DAMGO-evoked Fluo4 calcium flux; hits give low values; B-score at 10 µM; 0.39% of 300,000 active;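 active means B-score over 3 SD under the library average, no early fluorescence shift, positive overall ratio signal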
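Test system – stable TRPC4beta/mu-opioid receptor HEK293 cells · Probe or stimulus – DAMGO, a submaximal dose followed by a maximal one · Dosing – one concentration per compound · Signal – Fluo4 calcium fluorescence by kinetic imaging, 5 s 1 Hz baseline · Evaluation – per-well B score of integrated baseline-normalized Fluo4 ratio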
TRPC4 agonist = activators of mouse TRPC4 channel, primary screen, Fluo4 calcium, HEK293 TRPC4beta/mu-opioid cells. Short transient receptor potential channel 4 (Mus musculus), Q9QUQ5. Fluo4 calcium fluorescence; hits give high values. B-score at 10 µM. 0.49% of 310,000 active;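 active means B-score above 5 SD of library B-scores, and initial fluorescence ratio not above library mean plus 5 SD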;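 further: positive B-score marks a calcium rise read as TRPC4 activation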
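Assay system – TRPC4beta and mu-opioid receptor HEK293 stable cells · Measured by – Fluo4 fluorescence, kinetic · Schedule – dye loading 45 min room temperature, 110 s kinetic read · Read-out – B-scored integrated calcium fluorescence ratio · Controls – buffer and maximal DAMGO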
TRPC6 inhibitor = mouse TRPC6 channel inhibitors, primary screen, cell-based, HEK293, membrane potential dye; Short transient receptor potential channel 6 (Mus musculus), Q61143; ACh-evoked depolarization; hits give low values; B-score at 10 µM; 1.1% of 310,000 active; AID 2553, 2010;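 active means B-score under library mean minus 3 SD, initial fluorescence not abnormally high, positive integrated signal ratio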;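 further: B-score derived from integrated fluorescence ratio over the kinetic read; more negative B-score means stronger inhibition of depolarization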
TMEM16A act = TMEM16A chloride channel activators or potentiators, primary screen, cell-based, HTS | Anoctamin-1 (Mus musculus), Q8BHY3 | 0.3% of 340,000 active | HEK293 TMEM16A/YFP-H148Q/I152L, iodide quench fluorescence; hits give low values | B-score at 10 µM;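 active means fluorescence-ratio B-score plate-corrected deviation score at least 3 library SD below zero, with starting fluorescence score within 5 deviations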;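 further: channel opened by trigger with iodide after compound preincubation; score built on the fluorescence ratio of max minus min over baseline; more negative score means more quench and so TMEM16A activation or potentiation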
TRPC6 act = mouse TRPC6 channel activators, primary screen, cell-based, HEK293, membrane potential dye; 0.13% of 310,000 active; HEK293-TRPC6 membrane potential dye fluorescence; hits give high values; AID 2550, 2010; B-score at 10 µM;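 active means B-score of the integrated fluorescence ratio above library mean plus 3 SD, and starting fluorescence ratio within library mean plus 5 SD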;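 further: higher score means more depolarization so channel activation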
TMEM16A inh = TMEM16A chloride channel inhibitors, primary screen, cell-based, HTS; HEK293 TMEM16A/YFP iodide influx fluorescence, ionomycin; 1.2% of 310,000 active; Anoctamin-1 (Mus musculus), Q8BHY3; normalized B-score (activity score, 25-100; higher = stronger inhibition) at 10 µM;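 active means ratio plate-corrected score three or more library SD toward inhibition, starting fluorescence score within five deviations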;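 further: score derived from kinetic fluorescence span divided by baseline fluorescence per well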
MrgX1 antag = antagonists of human MrgX1 receptor, primary screen, HEK293 cells, Fluo-4 calcium flux. Mas-related G-protein coupled receptor member X1 (Homo sapiens), Q96LB2. 1.3% of 310,000 active. B-score at 10 µM. BAM8-22 antagonism; hits give low values;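 active means calcium-response B-score plate-corrected more than 3 library SD below zero, starting fluorescence within 5 deviations, no agonist response on first addition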;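 further: peak minus trough fluorescence over baseline after final BAM8-22 challenge near maximal dose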
Target sequence (Q96LB2 whole entry, looked up): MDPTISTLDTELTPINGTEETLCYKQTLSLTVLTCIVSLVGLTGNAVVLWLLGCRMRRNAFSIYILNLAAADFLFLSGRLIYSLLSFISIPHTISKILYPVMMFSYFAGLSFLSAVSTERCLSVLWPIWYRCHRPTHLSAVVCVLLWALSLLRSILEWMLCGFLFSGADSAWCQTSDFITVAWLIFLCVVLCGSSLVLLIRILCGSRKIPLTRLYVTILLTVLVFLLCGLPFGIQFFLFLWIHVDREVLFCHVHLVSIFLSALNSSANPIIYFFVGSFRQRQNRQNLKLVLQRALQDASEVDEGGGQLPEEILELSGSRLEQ
TRPC4 potent = positive allosteric modulators of TRPC4, primary screen, cell-based, mouse TRPC4beta, HEK293 mu-opioid, Fluo-4 calcium; Short transient receptor potential channel 4 (Mus musculus), Q9QUQ5; DAMGO EC20, Fluo-4 Ca2+ flux; hits give high values; B-score at 10 µM; 0.42% of 310,000 active; AID 2227, 2009;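 active means B-score of calcium response area above 5 SD of library B-scores, with initial fluorescence ratio within 5 SD of library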;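 further: B-score of integrated fluorescence ratio over time as area under calcium response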
MrgX1 ag = agonists of human MrgX1 receptor, primary screen, HEK293 cells, Fluo-4 calcium flux; Mas-related G-protein coupled receptor member X1 (Homo sapiens), Q96LB2; Fluo-4 calcium fluorescence, agonist mode; hits give high values; B-score at 10 µM; 0.44% of 310,000 active; AID 588627, 2011;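 active means calcium response B-score plate-corrected fluorescence ratio at least 3 library SD, with starting fluorescence B-score inside 5 SD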
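Material – MrgX1-expressing HEK293 cells · Input – 15,000 cells seeded per well · Dosing – compound as first of three additions · Times – overnight seeding, then 1 h dark dye loading · Measured by – kinetic Fluo-4 NW fluorescence of intracellular calcium · Read-out – B-scored fluorescence response ratio · Benchmarks – positive and negative control wells on each plate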
MrgX1 PAM = positive allosteric modulators of MrgX1, primary screen, HEK293 cells, Fluo-4 calcium flux. B-score at 10 µM. FDSS; hits give high values. 0.63% of 310,000 active. Mas-related G-protein coupled receptor member X1 (Homo sapiens), Q96LB2;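 active means plate-corrected calcium response at least 3 library SD above typical, normal starting fluorescence, not activating the receptor alone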;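 further: compound read alongside a low EC10 to EC30 dose of BAM8-22 agonist; peak minus trough fluorescence over baseline measured at the second addition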
Active calls of the source: *; i = inactive; / = no result given.

Every second line gives: RGS4 inh, TRPC4 inh, TRPC4 agonist, TRPC6 inhibitor, TMEM16A act, TRPC6 act, TMEM16A inh, MrgX1 antag, TRPC4 potent, MrgX1 ag, MrgX1 PAM
Cc1c(NC(=O)C(C)OC(=O)c2sc3ccccc3c2Cl)c(=O)n(-c2ccccc2)n1C (stereo not given)
    i, i, i, i, i, i, i, i, i, i, i
Cc1ccc(S(=O)(=O)NCc2ccccn2)cc1C
    i, i, i, i, i, i, i, i, i, i, i
COc1cccc(-c2nc(Oc3cc(C)cc(C)c3)c3ccccc3n2)c1O
    i, i, i, i, /, i, i, i, i, i, i
COc1ccc(OC(C)C(=O)N2CCN(c3ccccn3)CC2)cc1 (stereo not given)
    i, i, i, i, i, i, i, i, i, i, i
O=C(O)[C@@H](O)c1ccccc1
    i, i, i, i, i, i, i, i, i, i, i
Cc1cccc(NS(=O)(=O)c2ccc(C(=O)NCC(C)(C)N3CCOCC3)cc2)c1C
    i, i, i, i, i, i, i, i, i, i, i
COc1ccc(N2CCN(C(=O)CNC(=O)Cc3ccccc3)CC2)cc1
    i, i, i, i, i, i, i, i, i, i, i
COc1ccccc1NC(=O)c1ccccc1NS(=O)(=O)c1cccs1
    i, i, i, i, i, i, i, i, i, i, 54*
O=C(NNS(=O)(=O)c1ccc2ccccc2c1)c1cc(-c2ccccn2)nc2ccccc12
    i, i, i, i, i, i, i, i, i, i, i
O=[N+]([O-])c1ccc(Cl)c(CN2CCCCCC2)c1
    i, i, i, i, i, i, i, i, i, i, i
COC(=O)N1CCN(c2ccc(C)cc2)C(C)C1 (stereo not given)
    i, i, i, i, i, i, i, i, i, i, i
CCOC(=O)C1(Cc2ccc(Cl)cc2)CCN(Cc2cn(CC)nc2C)CC1
    i, -6*, 68*, i, i, i, i, i, i, i, i
COc1ccc(S(=O)(=O)Nc2ccccc2-c2nnn(CC(=O)Nc3ccccc3OC)n2)cc1
    i, i, i, -5.3*, i, i, i, i, i, i, i
CCN(c1ccccc1)S(=O)(=O)c1ccc(Cl)c(NC(=O)CSc2n[nH]c(N)n2)c1
    i, i, i, i, i, i, i, i, i, i, i
O=C(CNC1CC1)Nc1cc(C(F)(F)F)ccc1Cl
    i, i, i, i, i, i, i, i, i, i, i
CCOC(=O)c1ccc(S(=O)(=O)N2CCN(C(=O)c3nn(C)c(=O)c4ccccc34)CC2)cc1
    i, i, i, i, i, i, i, i, i, i, i
COC(=O)Nc1nnc(Cc2ccc(Cl)cc2)s1
    i, i, i, i, i, i, i, i, i, i, i
Cc1cc2nc(SCC(=O)O)nc(C)c2cc1C
    i, i, i, i, i, i, i, i, i, i, i
CCNC(=S)Nc1cccc(NC(=O)c2ccccc2O)c1
    i, i, i, i, i, i, i, i, i, i, i
CC(C)Oc1cccc(C(=O)NC(=S)Nc2ccc(Cl)c(C(=O)O)c2)c1
    i, i, i, i, i, i, i, i, i, i, i
CC1=C(C(=O)OCC2CCCO2)C(c2ccccc2)C2=C(CCCC2=O)N1 (stereo not given)
    i, i, i, i, i, i, i, i, i, i, i
Cc1cccc(COc2ncnc3nc[nH]c23)c1
    i, i, i, i, i, i, i, i, i, i, i
COc1ccc(C(=O)Nc2cccc(-c3nc4ncccc4o3)c2C)cc1OC
    i, i, i, i, i, i, i, i, i, i, i
Cc1ccccc1NC(=O)CCN1CCCCCC1
    i, i, i, i, i, i, i, -6.1*, i, i, i
O=C(CCCc1ccccc1)Nc1ccccc1[N+](=O)[O-]
    i, i, i, i, i, i, i, i, i, i, i
Cc1ccc(S(=O)(=O)NCCCCCC(=O)Nc2ccccc2C)cc1
    i, i, i, i, i, i, i, i, i, i, i
Cc1ccc(NC(=O)CCN2CCc3ccccc3C2)cc1
    i, i, i, i, i, i, i, i, i, i, i
O=C(Nc1cccc2ccccc12)N1CCc2ccccc2C1
    i, i, i, i, i, i, i, i, i, i, i
C/C(CC(=O)Nc1cc(C)ccn1)=N\NC(=O)c1ccncc1
    i, i, i, i, i, i, i, i, i, i, i
CN(C(=O)C1CCCCC1)C1CCS(=O)(=O)C1 (stereo not given)
    i, i, i, i, i, i, i, i, i, i, i
O=C(c1ccco1)n1nc(-c2cccnc2)nc1NCc1ccco1
    i, i, i, i, i, i, i, i, i, i, i
Cc1cnc(C(=O)OCC(=O)c2c(N)n(CC(C)C)c(=O)n(C)c2=O)cn1
    i, i, i, i, i, i, i, i, i, i, i
CCN(CC)S(=O)(=O)c1cccc(NC(=O)CSc2nnc(N)s2)c1
    i, i, i, i, i, i, i, i, i, i, i
CCCCNC(=O)c1onc(CSc2nc3ccccc3[nH]2)c1C(=O)NCCCC
    i, i, i, i, i, i, i, i, i, i, i
O=C(CC12CC3CC(CC(C3)C1)C2)NCC(c1ccc(F)cc1)N1CCOCC1 (stereo not given)
    i, i, i, i, i, i, i, i, i, i, i
CCc1c(C)c(C#N)c2[nH]c3ccccc3n2c1=S
    i, i, i, i, i, i, 100*, i, i, i, i
C#CCOCCOCCOCCNc1nc(N2CCN(C(=O)Cn3cc(CCCN=C(N)N)nn3)CC2)nc(N2CCN(C(=O)[C@H]([C@@H](C)CC)n3cc(CCC(=O)O)nn3)CC2)n1
    i, i, i, i, i, i, i, i, i, i, i
CCOC(=O)CSC1=NC(=O)/C(=C\c2ccc(Cl)cc2)S1
    i, i, i, i, i, i, i, i, i, i, i
COCCNC(C(=O)Nc1cc(Cl)cc(Cl)c1)c1ccccc1 (stereo not given)
    i, i, i, i, i, i, i, i, i, i, i
Fc1ccc(Cn2c(SCc3ccc(F)c(F)c3)nnc2C(F)(F)F)cc1
    i, i, i, i, i, i, i, i, i, i, i
Cc1cccc(C(=O)N(CC(=O)Nc2sc(C)c(C)c2C(N)=O)C2CCCC2)c1
    i, i, i, i, i, i, i, i, i, i, i
COc1ccc(OC)c(NC(=O)C(=O)N/N=C(\C)CC(=O)Nc2ccc(Cl)cn2)c1
    i, i, i, i, i, i, i, i, i, i, i
CCOc1ccc(Cn2ccnc2CCl)cc1[N+](=O)[O-]
    i, i, i, i, i, i, i, i, i, i, i
COc1cc2ccc(=O)oc2c(CC=C(C)C)c1OC
    i, i, i, i, i, i, i, i, i, i, i
O=C(CSc1nnc2ccc(-c3cccnc3)nn12)Nc1ccccc1F
    i, i, i, i, i, i, i, i, i, i, i
CCn1cc([N+](=O)[O-])nc1C
    i, i, i, i, i, i, i, -7.5*, i, i, i
CC1CCN(c2ccc(C(=O)NCc3ccco3)cc2[N+](=O)[O-])CC1
    i, i, i, i, i, i, i, i, i, i, i
CN(C)c1nc(OCCOC(=O)COc2ccc(Cl)cc2Cl)nc(N(C)C)n1
    i, i, i, i, i, i, i, i, i, i, i
O=C(/C=C/c1ccccc1)/C=C/c1ccccc1
    6.3*, i, i, i, i, i, i, i, i, i, i
CC1(C)CC(=O)c2cnc(NC3CC3)nc2C1
    i, i, i, i, i, i, i, i, i, i, i

More entries
Every second line gives: RGS4 inh, TRPC4 inh, TRPC4 agonist, TRPC6 inhibitor, TMEM16A act, TRPC6 act, TMEM16A inh, MrgX1 antag, TRPC4 potent, MrgX1 ag, MrgX1 PAM
O=C(c1cc2cc(Cl)ccc2oc1=O)N1CCCCCCC1
    i, i, i, i, i, i, i, i, i, i, i
c1ccc(-c2oc3ncnc(N4CCOCC4)c3c2-c2ccccc2)cc1
    i, i, i, i, /, i, /, /, i, /, /
Cc1cc(CN(C)Cc2ccc(OCC(O)CN(C)Cc3ccccc3)cc2)on1 (stereo not given)
    i, i, i, i, i, i, i, i, i, i, i
O=C(NCC(c1ccco1)N1CCN(c2ccccc2)CC1)OCc1ccccc1 (stereo not given)
    i, i, i, i, i, i, i, i, i, i, i
CC(C)CCNC(=O)C(c1ccco1)N(CC1CCCO1)C(=O)Cn1nnc2ccccc21 (stereo not given)
    i, i, i, i, i, i, i, i, i, i, i
O=C1NC2(Nc3ccccc31)C(=O)Nc1ccccc12 (stereo not given)
    i, i, i, i, i, i, i, i, i, i, i
C=CCn1c(=O)c2ccccc2n2c(SCc3csc(-c4ccccc4)n3)nnc12
    i, i, i, i, i, i, i, i, i, i, i
O=C(COc1ccc2ccc(=O)oc2c1)Nc1ccc(CCO)cc1
    i, i, i, i, i, i, i, i, i, i, i
Cc1ccc(C)c(C(=O)COC(=O)c2cc(Cl)nc3ccccc23)c1
    i, i, i, i, i, i, i, i, i, i, i
N#Cc1sc2nc(N3CCCCC3)c3c(c2c1N)CCCC3
    i, i, i, i, i, i, i, i, i, i, i
COCCN1Cc2cccc(C(=O)Nc3cc(OC)ccc3OC)c2C1=O
    i, i, i, i, i, i, i, i, i, i, i
Cc1ccc(S(=O)(=O)N2CCN(C(=S)NCCc3ccccc3)CC2)cc1
    i, i, i, i, i, i, i, i, i, i, i
CS(=O)(=O)N(Cc1ccccc1)c1ccc(C(=O)Nc2cccnc2)cc1
    i, i, i, i, i, i, i, i, i, i, i
CCOC(=O)C1=C2NC(=O)c3ccccc3N2C(=O)C1
    i, i, i, i, i, i, i, i, i, i, i
Cc1cccc(N2CCN(C(=O)Cc3ccc(Br)cc3)CC2)c1C
    i, i, i, i, i, i, 100*, i, i, i, i
Cc1cc(C)c(C#N)c(SCC(=O)Nc2ccc(S(=O)(=O)Nc3ncccn3)cc2)n1
    i, i, i, i, i, i, i, i, i, i, i
CC1CCCC(NC(=O)COC(=O)c2ccccc2Sc2ccccc2C#N)C1C (stereo not given)
    i, i, i, i, i, i, i, i, i, i, i
COc1ccc(/C=C2\SC(=S)N(CCC(=O)NC3C=CS(=O)(=O)C3)C2=O)cc1 (stereo not given)
    i, i, i, i, i, i, i, i, i, i, i
